GPR55 activation = GPR55 agonists via beta-arrestin recruitment, primary screen, imaging, U2OS cells, beta-arrestin-GFP redistribution (AID 1961); G-protein coupled receptor 55 (Homo sapiens); U2OS GPR55 beta-arrestin-GFP redistribution imaging; higher % means a stronger effect; one-dose activation, % at 10 µM; EC50 in µM for titrated hits; 0.048% of 290,000 active;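 active = activation above 40% with more than 50 cells counted in the well; inconclusive = wells holding fewer than 50 cells, flagged as toxic or sparse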;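 also: U2OS osteosarcoma cells stably expressing GPR55 and beta-arrestin-GFP; plate controls were DMSO negative control for no effect and LPI positive control for full effect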
Dengue-2 NS5 capping = Dengue-2 NS5 methyltransferase inhibitors, primary screen, biochemical, confirmation dose response (AID 588689) | Genome polyprotein (Dengue virus type 2 (strain 16681-PDK53)) | Dengue-2 NS5 methyltransferase capping enzyme assay, biochemical; higher % means a stronger effect | inhibition, % at 25 µM; hits with a dose series show IC50 in µM | 0.3% of 340,000 active; in the data active = a potency from the dose series; inconclusive = inhibition above about 29% without an active follow-up result
Rac1 GTP hydrolysis = MgcRacGAP GTPase-activating activity inhibitors, confirmation, biochemical, ADP Hunter fluorescence. Rac GTPase-activating protein 1 (Homo sapiens). MgcRacGAP-stimulated Rac1 GTP hydrolysis, ADP Hunter fluorescence; higher % means a stronger effect; GST-tagged Rac1 F28L mutant substrate. inhibition, % at 30 µM; hits with a dose series show IC50 in µM. 0.6% of 340,000 active;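 active = first-screen hits whose inhibition reached a set limit at any dose in the follow-up dose series; inconclusive = inhibition above the set first-screen limit but never retested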;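 also: fluorescence reports GDP produced by GAP-driven GTP hydrolysis; strong numbers were not always called active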
SV40 large T antigen = SV40 large T antigen inhibitors, biochemical (AID 1903); inhibition, % at 20 µM, or IC50 in µM where a hit was titrated; 0.39% of 310,000 active; SV40 large T antigen ATPase/helicase inhibition assay; higher % means a stronger effect; in the data active = a potency from the dose series; inconclusive = inhibition mostly from about 32% at the one dose, without a potency; inactive = the rest, 99 in 100 with inhibition below about 32%; also: strong numbers were not always called active
GPR55 antagonists = GPR55 antagonists blocking LPI-driven arrestin recruitment, primary screen, imaging, U2OS, beta-arrestin-GFP, LPI agonist (AID 2013) | U2OS GPR55 beta-arrestin-GFP translocation imaging, LPI antagonism; higher % means a stronger effect | inhibition, % at 10 µM; hits with a dose series show IC50 in µM | 0.13% of 290,000 active;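 active = spots per cell inhibited over 60%, with over 100 cells counted and total cytoplasm intensity under 500,000; inconclusive = wells with under 100 cells, flagged as likely toxic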;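 also: U2OS cells stably carrying GPR55 and arrestin-GFP stimulated by 5 µM LPI near EC80; imaged beta-arrestin-GFP aggregate spots per cell after agonist stimulation; plate controls were LPI-stimulated DMSO wells for no effect and DMSO wells without LPI for full effect; some results filed as inactive read as strong as hits; confirmed hits need IC50 under 10 µM and bright autofluorescent wells are also inconclusive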
NTR1 agonist = agonists of NTR1, primary screen, imaging, U2OS cells, beta-arrestin-GFP, high content (AID 493036). NTR1-U2OS beta-arrestin-GFP spot imaging, agonist mode. activation, % at 20 µM. 0.17% of 330,000 active;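 active = activation at or above 40% of the spot to cytoplasm intensity ratio, with at least 20 cells analyzed; inconclusive = wells under 20 cells, flagged as cytotoxic or low count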;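 also: 0% = DMSO without peptide and 100% = 100 nM NTR1 peptide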
Target sequence (P30989 whole entry, looked up): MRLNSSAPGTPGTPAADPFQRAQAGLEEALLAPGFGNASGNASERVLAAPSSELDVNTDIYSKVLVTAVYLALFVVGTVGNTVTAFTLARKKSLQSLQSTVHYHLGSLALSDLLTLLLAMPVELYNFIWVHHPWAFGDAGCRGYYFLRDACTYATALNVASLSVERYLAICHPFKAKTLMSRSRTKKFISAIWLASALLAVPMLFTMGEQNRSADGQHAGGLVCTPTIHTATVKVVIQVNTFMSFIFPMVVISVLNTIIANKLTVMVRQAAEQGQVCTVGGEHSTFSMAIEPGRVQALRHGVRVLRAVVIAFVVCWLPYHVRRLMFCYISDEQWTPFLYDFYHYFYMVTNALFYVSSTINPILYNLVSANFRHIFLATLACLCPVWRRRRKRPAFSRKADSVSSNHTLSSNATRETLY
GPR35 antagonists = GPR35 antagonists blocking zaprinast-driven arrestin recruitment, primary screen, imaging, U2OS, beta-arrestin-GFP, zaprinast agonist (AID 2058) | G-protein coupled receptor 35 (Homo sapiens) | U2OS GPR35 beta-arrestin-GFP translocation imaging, zaprinast antagonism; higher % means a stronger effect | inhibition, % at 10 µM; hits with a dose series show IC50 in µM | 0.052% of 290,000 active;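 active = inhibition of at least 50% with at least 30 cells and total cytoplasm GFP at most 10,000,000; inconclusive = under 30 cells or total GFP of 10,000,000 plus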
Yfh1-depleted yeast = enhancers of respiration in Yfh1-depleted yeast, dose response, Friedreich's ataxia, plus single-dose screen (AID 1465); S. cerevisiae Yfh1-off respiration, WST-1 reduction, 72 h; higher fold induction means a stronger effect; fold induction at 50 µM, or EC50 in µM where a hit was titrated; 0.074% of 220,000 active;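 active = fold induction of absorbance versus untreated yeast above a set limit, then at least 30% activation at any dose in follow-up; inconclusive = repeats straddling the limit, or above it without dose testing; inactive = fold induction below the set limit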;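 also: activators that raise dye reduction in frataxin-depleted yeast; strong numbers were not always called active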
AID2073 = inhibitors of Mint1-CaV2.2 protein interaction, biochemical, HTRF (AID 2073). one-dose inhibition, % at 20 µM; IC50 in µM for titrated hits. 0.19% of 290,000 active. Voltage-dependent N-type calcium channel subunit alpha-1B (Homo sapiens). HTRF protein-protein interaction, Mint1-CaV2.2; higher % means a stronger effect; in the data active = inhibition mostly above about 51%, no sharp cut-off; inconclusive = no clear call, values can overlap the other calls; inactive = mostly below about 53%; also: some results filed as inactive read as strong as hits
NTR1 agonist cell count 20 µM = also measured in NTR1 agonist; calls as there; cell count; measured here: cell count, cytotoxicity flag
Dengue-2 NS5 capping pilot replicate = further read-out of Dengue-2 NS5 capping, marked with its call; inhibition, %; measured here: pilot screen replicate inhibition
The depositor's hits bear a star; i = inactive; ? = inconclusive; / = not tested or not shown. Random draw from the library (roughly 1.7% active in at least one column).

SMILES	GPR55 activation	Dengue-2 NS5 capping	Rac1 GTP hydrolysis	SV40 large T antigen	GPR55 antagonists	NTR1 agonist	NTR1 agonist cell count 20 µM	GPR35 antagonists	Yfh1-depleted yeast	AID2073	others
COCCCN1C(=O)N(c2ccc(F)cc2)C(=O)C1CC(=O)Nc1ccccc1 (stereo unspecified)	0.0%	-14%	7%	6%	1%	-0.4	122	-6%	/	4%
CCOC(=O)c1ccc(-c2c(-c3ccc4c(c3)OCO4)noc2-c2ccsc2)cc1F	-0.2%	-2%	6%	77%	12%	-0.3	91	-15%	/	7%
COc1ccc(C(=O)NN(C)c2nc(C(F)(F)F)nc3ccccc23)cc1	-0.1%	-3%	0%	18%	-27%	/	/	-5%	i	16%
Cc1ccc(CNC(=O)c2cc(C)nn2-c2ccccc2)cc1	0.3%	-7%	13%	9%	17%	1.7	61	10%	i	25%
COc1ccccc1NC(=O)c1ccc(S(=O)(=O)N2CCOCC2)cc1	-0.2%	7%	-3%	6%	14%	0.1	73	10%	i	-3%
CCOc1ccc2c(c1)C(C)=CC(C)(C)N2C(=O)Nc1ccccc1F	0.4%	7%	10%	10%	10%	3.7	45	-26%	i	36%
OC(COc1ccc(Br)cc1)Cn1ccnc1 (stereo unspecified)	-0.3%	-1%	6%	3%	-2%	-1.7	83	-15%	/	12%
CS(=O)(=O)c1ccc(Cl)c(C(=O)NC2CCSc3ccccc32)c1 (stereo unspecified)	0.2%	-10%	7%	19%	5%	1.0	46	14%	/	4%
COc1ccc(Cn2c(CCCO)nc3ccccc32)cc1OC	-0.2%	-18%	2%	19%	1%	-0.1	64	7%	i	6%
O=C(CCc1ccccc1)NCC(=O)N/N=C/c1ccc(O)cc1O	-0.2%	1%	?	38%	6%	36	63	19%	i	6%
COC(=O)c1cc(NC(=O)Cn2nc(C)n3cccc3c2=O)cc(C(=O)OC)c1	-0.3%	-6%	-31%	9%	-3%	-0.9	51	6%	/	13%
O=C(O)c1ccc(C=C(c2nc3ccccc3s2)c2nc3ccccc3s2)cc1	-0.2%	17%	13%	9%	3%	3.0	58	-4%	i	17%
NC(=O)COC(=O)c1ccc(S(=O)(=O)NCc2ccco2)cc1	0.2%	7%	-1%	3%	0%	1.0	56	6%	i	15%
CCOC(=O)CSc1ccc(S(=O)(=O)N2CCCCC2)cc1[N+](=O)[O-]	-0.2%	-2%	8%	1%	-1%	12	47	9%	i	-2%
Cc1nc2c(-c3ccccc3)cnn2c(N)c1-c1ccccc1	0.0%	1%	3%	-1%	6%	15	79	-6%	/	8%
O=c1c(Cl)c(NCc2ccc(F)cc2)cnn1C12CC3CC(CC(C3)C1)C2	-0.1%	-2%	5%	12%	4%	8.4	65	-9%	i	2%
O=c1[nH]c(SCCOc2ccccc2)nc2ccccc12	0.2%	-5%	9%	16%	12%	12	90	3%	i	3%
CC(=O)c1ccc(Nc2nc(C)cc(C)n2)cc1	-0.1%	0%	12%	9%	5%	-0.3	70	1%	/	13%
COC(=O)c1nn2c(C(F)(F)F)cc(-c3ccc(Br)o3)nc2c1Br	-0.2%	2%	-8%	/	10%	15	66	-2%	i	19%
Cc1ccc(NC(=O)c2ccc(C)c(S(=O)(=O)N3CCOCC3)c2)nc1	/	-1%	4%	7%	/	-1.7	64	/	/	/
O=C1/C(=C/C=C/c2ccco2)SC(=S)N1NS(=O)(=O)c1ccccc1	0.2%	65%	?	25µM*	-16%	0.5	68	-4%	i	14%
CCOc1ccc(N=C2NC(=O)SC2CC(=O)OC)cc1 (stereo unspecified)	-0.1%	1%	-1%	9%	0%	0.5	72	-1%	i	-3%
O=C1Nc2ccccc2/C1=N\c1sc2c(c1C(=O)Nc1ccccc1)CCCC2	0.0%	6%	10%	14%	98%	0.4	77	2%	i	10%	Dengue-2 NS5 capping pilot replicate=0.3
Cc1ccc(C2C(C(=O)c3sc(C)nc3C)=C(O)C(=O)N2CCN2CCOCC2)o1 (stereo unspecified)	-0.1%	9%	8%	7%	7%	0.3	38	2%	i	-12%
N=C1C(c2nc3ccccc3s2)=C(O)CN1C1CCC(O)CC1 (stereo unspecified)	0.3%	/	/	2%	9%	-0.6	50	6%	i	-10%

(further entries)
SMILES	GPR55 activation	Dengue-2 NS5 capping	Rac1 GTP hydrolysis	SV40 large T antigen	GPR55 antagonists	NTR1 agonist	NTR1 agonist cell count 20 µM	GPR35 antagonists	Yfh1-depleted yeast	AID2073	others
COc1ccccc1/C=C/C(=O)N1CCCC1	-0.2%	4%	12%	17%	1%	0.0	55	14%	i	-2%
COc1ccc(OC(C)C(=O)Nc2cccc(F)c2)cc1 (stereo unspecified)	0.0%	-8%	1%	6%	11%	0.0	39	-2%	i	16%
O=C(CSc1nc(O)c(Cc2ccccc2F)c(=O)[nH]1)N1CCCCCC1	-0.1%	0%	3%	-6%	28%	-0.9	64	14%	i	-4%
COc1ccc(S(=O)(=O)N2CCCC2CNC(=O)C(=O)NC2CCCCCC2)cc1 (stereo unspecified)	/	-1%	3%	9%	/	1.0	53	/	/	/
CC(C)(C)N(Cc1ccccc1)C(=O)COC(=O)Cn1cnc2ccccc2c1=O	1.0%	1%	5%	16%	9%	-0.1	36	4%	i	4%
O=C(O)/C=C/c1nc(-c2ccccc2)n2ccccc12	-0.3%	0%	17%	19%	3%	-0.2	64	12%	i	0%
COc1ccc(OC)c(C(=O)Nc2ccc3[nH]ccc3c2)c1	/	-8%	11%	14%	/	0.6	45	/	/	/
O=C(Nc1ccccc1)c1ccccc1NS(=O)(=O)c1ccc(Cl)s1	-0.5%	10%	-4%	2%	0%	3.3	46	14%	i	12%
CC(=O)Nc1ccc2c(c1)C(C)(C)C(C)N2C (stereo unspecified)	-0.2%	/	/	30%	9%	-2.4	9	-1%	i	16%
CC1CC(C)CN(CC(=O)N2CCc3[nH]c4ccccc4c3C2)C1 (stereo unspecified)	-0.2%	/	16%	-4%	6%	-0.5	53	14%	i	11%
CCC1Cc2c(nc(N)c3c(N)nc(N4CCCCC4)c(C#N)c23)O1 (stereo unspecified)	-0.2%	1%	6%	15%	7%	14	61	-5%	i	42%
COc1ccc(CN2CCN(Cc3cccc(F)c3)CC2)cc1OC	0.0%	4%	83µM*	2%	0%	1.9	57	17%	/	-12%
Cc1ccc(-c2cc(C(=O)Nc3nccs3)c3ccccc3n2)o1	-0.2%	-3%	8%	-10%	-8%	-0.5	51	7%	i	-32%
COC(=O)c1cc(=O)[nH]c(SCc2cccc(C)c2)n1	0.3%	-8%	11%	9%	5%	-2.6	90	-5%	/	-3%
O=C(Nc1ncn[nH]1)c1cc(S(=O)(=O)Nc2cccc(C(F)(F)F)c2)ccc1Cl	0.7%	1%	3%	7%	7%	3.2	60	8%	i	-2%
Cc1ccc(NC(=O)c2csnn2)c(C)c1	-0.4%	-10%	6%	-2%	-1%	-1.5	98	2%	i	-2%
Clc1ccc(C(c2nnnn2C2CCCC2)N2CCN(c3nc4ccccc4s3)CC2)cc1 (stereo unspecified)	/	-6%	5%	/	/	-0.7	66	/	i	/
Cc1ccc(-c2c[n+](CC(=O)Nc3ccccc3)c3n2CCC3)cc1	-0.1%	-5%	4%	8%	8%	-0.1	52	-2%	i	4%
COc1ccccc1-c1ccc2nnc(SCC(=O)N3CCCC3)n2n1	/	-7%	-2%	11%	/	-0.6	51	/	/	/
CC(=O)Nc1ccc(NC(=O)C(C)OC(=O)CCN=C2NS(=O)(=O)c3ccccc32)cc1 (stereo unspecified)	-0.1%	-3%	7%	1%	-2%	0.0	61	-21%	/	1%
COc1ccc(-c2c(C)sc(NC(=O)c3ccnn3C)c2C#N)cc1	-0.1%	0%	8%	15%	1%	0.9	70	5%	i	0%
O=C(Cc1ccc(Cl)cc1Cl)Nc1ccc(OC(F)F)c(Cl)c1	0.1%	-3%	6%	7%	0%	8.5	73	-7%	i	7%
CN(C)/C=C/C(=O)c1cnc(-c2ccccc2)s1	-0.3%	-5%	-1%	10%	-1%	0.6	49	0%	i	4%
CCOc1ccc(C2CC(c3ccccc3C)n3nc(N)nc3N2)cc1 (stereo unspecified)	0.2%	-6%	0%	3%	-5%	-3.3	58	4%	i	2%
C=CCc1cc(/C=C2/NC(=O)N(CC(=O)OC)C2=O)cc(OC)c1O	0.5%	-3%	10%	10%	11%	0.8	91	4%	i	-5%

The results go on.
SMILES	GPR55 activation	Dengue-2 NS5 capping	Rac1 GTP hydrolysis	SV40 large T antigen	GPR55 antagonists	NTR1 agonist	NTR1 agonist cell count 20 µM	GPR35 antagonists	Yfh1-depleted yeast	AID2073	others
O=S(=O)(Nc1ccccc1Cl)c1ccc(F)cc1	-0.1%	-5%	7%	-2%	4%	0.1	54	-4%	i	2%
Cc1cc(C)c(-c2cc(NC(=O)CSc3nncn3C)n(-c3ccccc3)n2)cc1C	-0.2%	-2%	10%	10%	-6%	0.4	42	-9%	i	0%
CC(=O)C1C(=O)c2c(cccc2[N+](=O)[O-])C1=Nc1ccccc1C (stereo unspecified)	0.0%	/	/	11%	4%	/	/	-13%	/	?
Cc1[nH]c2ccccc2c(=O)c1SC(F)(F)C(F)C(F)(F)F (stereo unspecified)	0.2%	-3%	5%	7%	-6%	-1.4	45	14%	i	-4%
CCc1ccc(NC(=O)COC(=O)c2ccc(Cl)c(S(=O)(=O)N3CCCCCC3)c2)cc1	-0.2%	-7%	5%	4%	7%	-2.1	41	-9%	i	-1%
CSc1ccc(/C=C(/NC(=O)c2ccco2)C(=O)N2CCCCCC2)cc1	0.6%	1%	6%	18%	10%	-0.8	64	-14%	/	13%
CCCCOc1ccc(C(=O)NCC2(c3ccc(OC)cc3)CCOCC2)cc1	0.1%	-10%	5%	-3%	-7%	1.4	48	-2%	i	1%
NC(=O)c1ccc(-n2nnnc2SCC(=O)Nc2ccccc2F)cc1	0.0%	1%	8%	12%	2%	0.0	71	-13%	/	7%
C/C(=N\NS(=O)(=O)c1ccccc1)c1cccc(NC(=O)c2cccc(Cl)c2)c1	0.6%	-6%	4%	15%	-2%	3.0	36	10%	i	-2%

Source: PubChem BioAssay (several laboratories)
